Screens deposited in PubChem by Broad Institute.
C diff HTS = blocks growth of Clostridium difficile. Clostridium difficile clinical isolate growth, OD600, 24 h; active compounds read low. actives 0.25% (n = 86,000). growth activity, negative = inhibition, % at 16 µg/mL (by protocol). AID 1259249;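 active = mean growth activity at or below -80% and every replicate also at or below -80%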;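 note: 0% = DMSO wells and -100% = levofloxacin 16 µg/mL wells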
Numbers without * were called inactive. This is a subset (hit frequency here may not be typical).

SMILES | C diff HTS
COc1ccc(C(=O)C2CCCN(CCc3ccccc3)C2)cc1OC (stereo not given) | -7
CCOC(=O)[C@@H]1[C@@H]2NC(=S)N(C)[C@@]1(COCc1ccc(OC)cc1)Oc1ccccc12 | 5
CN1CCN(C(=O)CN=[N+]=[N-])CC1 | -7
CCOC(=O)[C@@H]1[C@@H]2NC(=O)N(C)[C@@]1(C)Oc1ccccc12 | -8

Part of the list above in order of length of the SMILES, ascending:
SMILES | C diff HTS
CN1CCN(C(=O)CN=[N+]=[N-])CC1 | -7
CCOC(=O)[C@@H]1[C@@H]2NC(=O)N(C)[C@@]1(C)Oc1ccccc12 | -8
CCOC(=O)[C@@H]1[C@@H]2NC(=S)N(C)[C@@]1(COCc1ccc(OC)cc1)Oc1ccccc12 | 5
